Compound activity as filed in PubChem BioAssay.
RBX1-CUL1 inh = inhibitors of human ROC1-CUL1 ubiquitin ligase activity | inhibition, % at 10 µM | 0.6% of 140,000 active | AID 1347404, 2020 | in vitro K48 di-Ub FRET, acceptor:donor ratio, 45 min; in the data active = inhibition above about 25%
Target sequence (P62877 whole entry, looked up): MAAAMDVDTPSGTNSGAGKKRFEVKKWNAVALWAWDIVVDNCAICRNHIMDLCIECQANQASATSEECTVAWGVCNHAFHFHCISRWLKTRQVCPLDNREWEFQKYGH
Target sequence (Q13616 whole entry, looked up): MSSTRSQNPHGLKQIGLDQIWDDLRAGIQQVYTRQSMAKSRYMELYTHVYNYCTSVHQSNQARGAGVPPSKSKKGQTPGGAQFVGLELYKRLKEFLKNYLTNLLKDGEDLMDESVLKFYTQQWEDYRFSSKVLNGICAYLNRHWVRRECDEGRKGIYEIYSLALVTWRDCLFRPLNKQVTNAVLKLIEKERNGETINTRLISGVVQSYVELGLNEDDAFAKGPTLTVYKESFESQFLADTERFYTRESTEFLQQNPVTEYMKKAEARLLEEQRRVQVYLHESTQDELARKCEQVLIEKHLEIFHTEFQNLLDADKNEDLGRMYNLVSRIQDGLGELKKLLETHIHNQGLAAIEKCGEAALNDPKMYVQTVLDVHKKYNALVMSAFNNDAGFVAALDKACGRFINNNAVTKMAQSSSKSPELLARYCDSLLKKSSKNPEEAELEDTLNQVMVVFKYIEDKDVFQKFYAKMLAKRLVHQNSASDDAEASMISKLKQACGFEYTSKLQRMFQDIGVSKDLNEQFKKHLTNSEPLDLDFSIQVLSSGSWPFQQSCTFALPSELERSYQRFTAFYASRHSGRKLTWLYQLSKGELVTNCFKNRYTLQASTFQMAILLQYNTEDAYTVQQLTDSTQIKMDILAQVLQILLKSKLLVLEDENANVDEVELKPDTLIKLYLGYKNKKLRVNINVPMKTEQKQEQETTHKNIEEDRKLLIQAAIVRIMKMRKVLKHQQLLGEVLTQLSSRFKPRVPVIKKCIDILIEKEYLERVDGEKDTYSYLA
Numbers without * were called inactive.

SMILES	RBX1-CUL1 inh
CCN(CC)CCNCc1ccc2c(c1)n(C)c(=O)n2C	-1
O=C1CCCN1CCC1CCCCN1C(=O)c1cn(Cc2ccc(F)cc2Cl)nn1 (stereo unspecified)	9
Cc1nn(-c2ccccc2)c2sc(-c3nnc(SCC(=O)Nc4ccccc4)n3C)cc12	-1
CCc1noc(C)c1C(=O)N1CCN(C)CC1	-2
CCOC(=O)C1(Cc2ccccc2F)CCCN(C(=O)c2ccc3c(c2)no[n+]3[O-])C1 (stereo unspecified)	9
Cc1ccc(C(=O)Nc2ccc(N3CCC(NCc4ccc(C)o4)CC3)cc2)c(C)c1	-7
COc1ccc(OC)c(C2C(C(=O)N3CCCCC3)C(C)=Nc3nc4ccccc4n32)c1 (stereo unspecified)	-5
CC(=O)c1ccc(NC(=O)CSc2c(C(C)C)cnc3c2c(=O)n(C)c(=O)n3C)cc1	-6
Cc1cc(C(=O)N2CCN(c3cc(Cl)ccc3C)CC2)c(C)o1	8
CCS(=O)(=O)N1CC(=O)N(c2cc(C)ccc2C)C(C)(C(=O)NC2CCCCC2)C1 (stereo unspecified)	2
Cc1ccc2c(=O)cc(C(=O)Nc3sc4c(c3C(=O)NCC3CCCO3)CCCC4)oc2c1 (stereo unspecified)	4
CC(C)C(O)CN1C=C(C#N)C(=O)NC1NC1CCCCC1 (stereo unspecified)	9
O=c1[nH]c(SCc2c(F)cccc2Cl)nc2c1CCC2	-1
COc1ccc(CCNC(=O)CCn2c(=O)c3cccn3c3cccnc32)c(OC)c1OC	-3
Cc1cc(C)c(NC(=O)Cn2cnc3c2c(=O)n(C)c(=O)n3C)c(C)c1	14
Cc1ccc2c(c1)[C@H]1OCC[C@H]1[C@@H](c1ccncc1)N2	3
Cc1cc(C)c(NC(=O)CN(c2ccccc2)S(=O)(=O)N(C)C)c(C)c1	3
CCC(=O)N1CCc2cc(S(=O)(=O)NC(CC(C)C)C(=O)NCc3cccc(OC)c3)ccc21 (stereo unspecified)	7
Clc1ccc2[nH]c3c(c2c1)CCCC3NCCc1ccccc1 (stereo unspecified)	-6
CC(NC(=O)c1cc(-c2cn[nH]c2)nc2cc(F)ccc12)C(F)(F)F (stereo unspecified)	7
COc1ccc(S(=O)(=O)N2CCN(C(=O)CC(C)(C)C)CC2)cc1OC	-7
c1ccc(CNCc2ccc(-c3ccccc3)cc2)cc1	7
CCCCc1ccc(-n2nc3ccc(NC(=O)c4cc5ccccc5o4)cc3n2)cc1	1
Cc1cc(/C=C2/SC(=O)N(CC(=O)N3CCN(c4ccccc4)CC3)C2=O)c(C)n1C(C)C	-9
C(=N\Nc1nc(-c2ccccc2)cs1)/c1ccncc1	-4
CN1CCN(C(c2ccccn2)c2c(-c3ccccc3)n(O)c3ccccc23)CC1 (stereo unspecified)	-3
CC1CCN(S(=O)(=O)c2ccc3c(c2)c(=O)c(C(=O)N2CCN(c4cccc(Cl)c4)CC2)cn3C)CC1	15
O=C(Nc1ccc(F)c(Cl)c1)C1CCCN(c2cnccn2)C1 (stereo unspecified)	-2
CSCCC(NS(=O)(=O)c1ccc2c(c1)oc(=O)n2C)C(=O)NCc1ccc(Cl)cc1 (stereo unspecified)	-7
CCCc1ccc(C#Cc2ccc(C#N)cc2)cc1	-4
COc1ccc(C2C(C(=O)Nc3ccccc3C)C(C)=Nc3nnnn32)cc1OC (stereo unspecified)	2
CCOC(=O)c1c(NC(=O)CS(=O)(=O)c2ccc(C)cc2)sc2c1CCC(C)C2 (stereo unspecified)	-2
CCCNC(=O)c1nnn(-c2ccc(CC)cc2)c1C	-1
Nc1c(C(=O)C23CC4CC(CC(C4)C2)C3)sc2nc3c(c(-c4cccnc4)c12)CCC3	-1
O=C(Nc1cccc(Cl)c1)C1CC1	8
O=C(CN1C(=O)S/C(=C/c2ccc(Br)cc2)C1=O)N1CCN(c2ccccc2)CC1	-3
Cc1cccc(-c2nc3c4ccccc4nc(NCc4ccc(Cl)cc4)n3n2)c1	13
CC(C)OC(=O)CN1C(=O)S/C(=C/c2ccc(I)cc2)C1=O	4
COCc1noc(-c2ccc(N3CCCCC3CCCO)nc2)n1 (stereo unspecified)	-1
COc1ccc(S(=O)(=O)N(C)C)cc1C(N)=O	4
COc1ccccc1CNC(=O)C1CCN(c2nn3c(=O)cc(C)nc3s2)CC1	8
Cc1ccc2oc3c(c(=O)c2c1)C(c1ccc(F)cc1)N(Cc1ccc2c(c1)OCO2)C3=O (stereo unspecified)	-6
CCOC(=O)c1c(-c2ccccc2)csc1NC(=O)CN1C(=O)c2ccccc2C1=O	2
COc1ccccc1N1CCN(C(=O)CCc2nnc(-c3cc(C)oc3C)o2)CC1	0
O=C(CSc1nnc(-c2cccs2)n1-c1ccccc1)Nc1ccc(Br)cc1	4
O=C1C(Oc2ccccc2)C2(c3ccccc3)CC(c3ccc(Cl)cc3)Sc3ccccc3N12 (stereo unspecified)	-7
COC(=O)C1=CCCCCC(N2CCOCC2)=C1C(=O)OC	-4
COc1ccc(-n2c(-c3ccc(C4CCCCC4)cc3)csc2=NC(=O)c2ccccc2)cc1	-4
COc1cc(Br)cc(Br)c1OCC(=O)N/N=C/c1ccco1	3
Cc1ccc(S(=O)(=O)N(C)Cc2nc(-c3ccccn3)no2)cc1	2
Cc1cc(N2CCOCC2)c2ccc(C(F)(F)F)cc2n1	14
O=S(=O)(Nc1ccc(-c2ccc(N3CCCCCC3)nn2)cc1)c1cccc(C(F)(F)F)c1	-3
CC(C)COc1cccc(C(=O)Nc2ccc(-c3nc4ncccc4o3)cc2)c1	-1
Cc1nc(SCC(=O)Nc2ccc(C)c(C)c2)c2c3c(sc2n1)CCCC3	-1
NN=C(N)NNC(=S)NC(=O)c1ccccc1	0
CC(=O)Nc1nc(SCc2ccccc2)n[nH]1	-2
Cc1nc(N2CCN(C)CC2)[nH]c(=O)c1CCC(C)C	3
CCc1[nH]nc2c1C(c1ccc(N3CCCC3)cc1)C(C#N)C(=N)O2 (stereo unspecified)	6
CO[C@H]1[C@H](NC(=O)Cc2cccs2)c2ccccc2C12CCN(Cc1cc(F)ccc1F)CC2	2
CCCC12CN(C(=O)c3ccccc3Cl)CC(C)(CN(C(=O)c3ccccc3Cl)C1)C2=O	-7
Remaining list, next part.
SMILES	RBX1-CUL1 inh
COc1cc(C(=O)N2CCN(C3C4CC5CC(C4)CC3C5)CC2)cc(OC)c1OC (stereo unspecified)	-4
N#CC1C(=O)NC(=O)C([n+]2ccccc2)C1c1ccc(Cl)cc1 (stereo unspecified)	0
CC(=O)NC(=S)Nc1ccc(NC(=S)NC(=O)COc2ccc(C)cc2C)cc1	-18
COc1ccc(-c2cc(C(F)(F)F)n3nc(C(=O)Nc4sc5c(c4C#N)CCC(C)C5)cc3n2)cc1OC (stereo unspecified)	-8
CN(C)c1nc(N2CCCCC2)c(C#N)c2c1CCN2Cc1ccccc1	6
Cc1c(C(F)(F)F)nc(-c2cccc(CN3CCCNC(=O)C3)c2)[nH]c1=O	-1
COc1cc(CNC(C)(C)CO)cc(Cl)c1OCc1ccccc1	7
COc1ccc(C)cc1NC(c1nnc(-c2ccccc2)o1)c1ccc(F)cc1Cl (stereo unspecified)	-9
Cc1ccc2nc(C)cc(N3CCC(C)CC3)c2c1	-3
O=c1[nH]c(CS)nc(O)c1-c1ccccc1	-3
O=C(NC1C2CC3CC(C2)CC1C3)c1cc2ccccc2o1 (stereo unspecified)	-7
COc1ccccc1C1CN(CCNC(=O)c2ccc(C(C)=O)cc2)Cc2ccccc2O1 (stereo unspecified)	1
CN1CCN(C(c2cccc(Cl)c2)c2ccccc2Cl)CC1 (stereo unspecified)	-7
COc1ccc(N2CCN(C(=O)c3ccc(CS(=O)c4cccc(C)c4)o3)CC2)cc1 (stereo unspecified)	-3
O=C(Cc1ccc(F)cc1)N1CCC(c2nc3c(nnn3Cc3ccc(F)cc3)c(=O)[nH]2)CC1	-1
COc1ccc(CNc2nc3c(-c4ccccc4)nnn3c3ccccc23)cc1	11
CSc1nccc(NC(C)=O)n1	0
C=CCSc1nc2ccccc2n1S(=O)(=O)c1ccc(Cl)cc1	-3
C=CCOc1ccc(C2C(C(=O)c3ccc(OCCC)cc3)C(=O)C(=O)N2CCOC)cc1OCC (stereo unspecified)	10
O=C(Nc1cccs1)N1CCC(Cn2cc(C3CC3)nn2)CC1	-1
Cc1ccc(NC(=O)CSc2nnc(-c3ccc(Cl)cc3)n2-c2ccc(C)cc2)cc1	-2
O=C(NCc1ccc(Cl)c(Cl)c1)c1c(F)c(F)c(F)c(F)c1F	-9
COc1ccc(OC)c(NC(=O)c2cnc(Nc3ccc(C)c(Cl)c3)c3ccccc23)c1	4
O=C(Nc1cccc(-c2nc3ncccc3o2)c1)c1cc(Br)ccc1Cl	-2
CC(O)c1cc(Cl)ccc1Sc1ccccc1Cl (stereo unspecified)	-1
COc1ccc(-c2cc(C(=O)Oc3ccc(C#N)cc3)no2)cc1	-4
CC(C)(C)c1cc([N+](=O)[O-])cc(C=N[C@H](c2ccccc2)[C@H](N=Cc2cc([N+](=O)[O-])cc(C(C)(C)C)c2O)c2ccccc2)c1O	-10
O=C([C@@H]1C[C@H]1c1ccccc1)N1CCOc2ccc(CN3CCN(c4ccccc4)CC3)cc2C1	6
CCOc1ccc(C2C3=C(CC(C)(C)CC3=O)N(CC(=O)O)C3=C2C(=O)CC(C)(C)C3)cc1OCC	7
Cc1ccc(Nc2nc(N)nc(CSc3ncccn3)n2)cc1	7

3 compounds out of the list, sorted by heavy-atom count, largest number first:
SMILES	RBX1-CUL1 inh
Cc1ccc(NC(=O)CSc2nnc(-c3ccc(Cl)cc3)n2-c2ccc(C)cc2)cc1	-2
CC(=O)NC(=S)Nc1ccc(NC(=S)NC(=O)COc2ccc(C)cc2C)cc1	-18
O=C(NCc1ccc(Cl)c(Cl)c1)c1c(F)c(F)c(F)c(F)c1F	-9

In the list so far, ten contain a thiophene ring, fused or not:
SMILES	RBX1-CUL1 inh
Cc1nn(-c2ccccc2)c2sc(-c3nnc(SCC(=O)Nc4ccccc4)n3C)cc12	-1
Cc1ccc2c(=O)cc(C(=O)Nc3sc4c(c3C(=O)NCC3CCCO3)CCCC4)oc2c1 (stereo unspecified)	4
CCOC(=O)c1c(NC(=O)CS(=O)(=O)c2ccc(C)cc2)sc2c1CCC(C)C2 (stereo unspecified)	-2
Nc1c(C(=O)C23CC4CC(CC(C4)C2)C3)sc2nc3c(c(-c4cccnc4)c12)CCC3	-1
CCOC(=O)c1c(-c2ccccc2)csc1NC(=O)CN1C(=O)c2ccccc2C1=O	2
O=C(CSc1nnc(-c2cccs2)n1-c1ccccc1)Nc1ccc(Br)cc1	4
Cc1nc(SCC(=O)Nc2ccc(C)c(C)c2)c2c3c(sc2n1)CCCC3	-1
CO[C@H]1[C@H](NC(=O)Cc2cccs2)c2ccccc2C12CCN(Cc1cc(F)ccc1F)CC2	2
COc1ccc(-c2cc(C(F)(F)F)n3nc(C(=O)Nc4sc5c(c4C#N)CCC(C)C5)cc3n2)cc1OC (stereo unspecified)	-8
O=C(Nc1cccs1)N1CCC(Cn2cc(C3CC3)nn2)CC1	-1

(next part)
SMILES	RBX1-CUL1 inh
Cc1ccc(S(=O)(=O)N(CC(=O)N(C)C)c2ccccc2)cc1	-6
Cc1c(Cl)cccc1-c1ccc(/C=C(\C#N)c2nc3ccccc3[nH]2)o1	-7
COc1ccc(O)c(C2Nc3ccc(Br)cc3C(=O)N2NC(=O)c2ccc(Br)o2)c1 (stereo unspecified)	2
Cc1ccc(-c2csc(NC(=O)c3cccs3)n2)cc1C	0
CCCCCSc1nnc2c(n1)OC(c1ccccc1F)N(C(C)=O)c1ccccc1-2 (stereo unspecified)	11
CN(C(=O)C1CC1)C(Cc1ccc(F)cc1F)C1CCN(C(=O)c2ccc(F)cc2Cl)CC1 (stereo unspecified)	4
COc1cc(C2C(C(=O)Nc3ccccc3)C(C)=Nc3nc(SCc4ccccc4F)nn32)cc(OC)c1OC (stereo unspecified)	-2
CC1CCCN(c2nc3c(S(=O)(=O)c4ccc(C(C)C)cc4)nnn3c3ccsc23)C1 (stereo unspecified)	3
O=C(c1ccco1)n1nc(-c2ccccc2)nc1NCc1ccc(Cl)cc1	-5
Cc1cccc(NC(=O)c2ccc(F)cc2)c1C	-9
Cc1[nH]c2c(F)cccc2c1CC(=O)N1CCCC(c2cc(=O)[nH]cn2)C1 (stereo unspecified)	7
CC(=O)Nc1ccc2c(c1)oc1ccccc12	-5
Cc1c(-c2cccs2)nc2ccc(Br)cc2c1C(=O)O	-10
O=C(Nc1ccc2c(c1)CN(C(=O)CSc1ncccn1)CC2)C1CCCO1 (stereo unspecified)	12
CC(C)n1c(Oc2ccccc2Cl)nc2c1c(=O)n(C)c(=O)n2C	0
O=C(O)COc1ccccc1C=C1C(=O)c2ccccc2C1=O	-8
O=S(=O)(c1cccc(S(=O)(=O)N2CCCCC2)c1)N1CCCCC1	5
CCCn1cnc2cc(NCc3ccccc3OCC)ccc21	-9
O=C(c1ccc(-n2cccn2)cc1)N1CCC(CO)(Cc2ccccc2)CC1	7
Cc1ccc(Nc2c3c(nc4ccccc24)CCC3)cc1F	-8
COc1cc(CNCCCSc2nnnn2C)cc(Br)c1OC	3
Cc1cccc(C(=O)N2CCC(C(Cc3ccccc3C)N(C)C(=O)Cn3cccn3)CC2)c1 (stereo unspecified)	-2
CCN(CC)CCNC(=O)c1ccccc1I	7
Cc1nc(N2C(=O)C(=O)C(C(=O)c3ccccc3)C2c2ccc(Br)cc2)sc1C (stereo unspecified)	0
CCn1cc(CNC(=O)CCC2(Cc3ccc(OC)c4ccccc34)CCC(=O)N2)cn1 (stereo unspecified)	0
CCOc1cccc(C(=O)Nc2nc(-c3ccc(S(=O)(=O)N4CCCC4)cc3)cs2)c1	-4

Only part of the results is shown. The share of hits here may be higher or lower than overall.
